Assay outcomes (PubChem BioAssay)
Efflux pump mplx – inhibitors of Candida antifungal efflux pumps expressed in yeast; 330,000 compounds, 0.44% hits; inhibition, % at 10 µM; S. cerevisiae Candida pump triplex, Nile Red efflux;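 active means plate passing quality check with inhibition over a set limit, or well fluorescence over plate mean plus 4 SD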;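 further: Nile Red retained in pooled yeast measured as flow cytometry median fluorescence; 0% = buffer negative control and 100% = Enniatin B positive control; higher means more Nile Red kept so more efflux inhibition; some compounds called inactive have numbers as strong as hits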
PP5 inh – blocks human protein phosphatase 5 activity. 320,000 compounds, 0.18% hits. inhibition, % at 6.7 µM. purified PP5c, OMFP substrate fluorescence;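 active means inhibition above the campaign's mean inhibition across all tested compounds plus 3 SD, cut at about 9.5% in these data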;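 further: 0% = DMSO only and 100% = 100 µM cantharidin control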
Target sequence (P53041 whole entry, looked up): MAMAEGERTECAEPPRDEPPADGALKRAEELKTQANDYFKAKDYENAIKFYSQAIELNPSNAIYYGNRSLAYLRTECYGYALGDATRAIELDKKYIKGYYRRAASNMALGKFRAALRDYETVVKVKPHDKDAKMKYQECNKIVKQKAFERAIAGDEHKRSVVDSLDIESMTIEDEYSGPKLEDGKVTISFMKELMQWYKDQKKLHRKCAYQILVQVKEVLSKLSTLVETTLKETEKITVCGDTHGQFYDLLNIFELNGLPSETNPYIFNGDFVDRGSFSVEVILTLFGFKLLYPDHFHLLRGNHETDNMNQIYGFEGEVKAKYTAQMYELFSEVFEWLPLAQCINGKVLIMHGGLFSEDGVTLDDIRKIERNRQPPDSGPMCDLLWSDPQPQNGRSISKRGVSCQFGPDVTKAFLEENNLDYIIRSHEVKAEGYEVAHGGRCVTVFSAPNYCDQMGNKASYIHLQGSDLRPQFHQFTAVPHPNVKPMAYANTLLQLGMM
PP1 counter – counter-screen for PP5 inhibitors: inhibitors of human PP1-alpha | 320,000 compounds, 0.9% hits | inhibition, % at 6.7 µM | P62136 | AID 2235 | purified PP1alpha, OMFP fluorescence;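 active means inhibition above the mean inhibition of all tested compounds plus 3 SD, computed separately for each screening campaign, cut at about 15% in these data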
Target sequence (P62136 whole entry, looked up): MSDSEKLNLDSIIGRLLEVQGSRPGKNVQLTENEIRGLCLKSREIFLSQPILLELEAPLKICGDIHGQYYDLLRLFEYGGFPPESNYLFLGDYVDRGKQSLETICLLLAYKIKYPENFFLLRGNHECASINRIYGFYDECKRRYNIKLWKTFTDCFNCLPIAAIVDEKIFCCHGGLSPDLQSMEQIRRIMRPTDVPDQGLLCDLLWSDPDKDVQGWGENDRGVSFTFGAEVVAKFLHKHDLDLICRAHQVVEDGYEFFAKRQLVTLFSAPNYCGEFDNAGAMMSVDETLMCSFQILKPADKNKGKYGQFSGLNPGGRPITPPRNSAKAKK
ZTA DNA inh – blocks Epstein-Barr virus ZTA, an EBNA-1 counter-screen. ZTA-DNA binding, fluorescence polarization. AID 2234. inhibition, % at 11 µM. 320,000 compounds, 0.15% hits; in the data active means inhibition above about 33%
Target sequence (P03206 whole entry, looked up): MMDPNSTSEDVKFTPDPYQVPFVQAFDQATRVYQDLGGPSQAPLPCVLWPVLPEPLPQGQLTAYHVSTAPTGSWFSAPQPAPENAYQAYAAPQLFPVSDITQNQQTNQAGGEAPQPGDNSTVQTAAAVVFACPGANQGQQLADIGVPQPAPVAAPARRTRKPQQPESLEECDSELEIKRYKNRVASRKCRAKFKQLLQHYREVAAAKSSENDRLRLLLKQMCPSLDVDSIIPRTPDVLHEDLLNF
CTSL1 counter – counter-screen for PFM18AAP inhibitors: inhibitors of F. hepatica cathepsin L1. recombinant F. hepatica cathepsin L1, Z-Leu-Arg-MCA fluorescence. inhibition, % at 5.96 µM. 300,000 compounds, 0.49% hits. AID 1906;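 active means inhibition above the mean of all tested compounds plus 3 SD, set per screening campaign, cut at about 17% in these data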;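 further: 0% = plate median of test compound wells and 100% = 1 µM Z-Phe-Ala-diazomethylketone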
EBNA-1 inh – blocks EBNA-1 binding to DNA. EBNA-1 DNA binding, fluorescence polarization. inhibition, % at 14.8 µM. 300,000 compounds, 0.34% hits; in the data active means inhibition above about 28%
core dimer inh – blocks dimerization of HCV core protein; TR-FRET GST/Flag-core106 dimerization, 1536-well; inhibition, % at 5 µM; 300,000 compounds, 0.33% hits; AID 1899;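 active means inhibition above the mean of all tested compounds plus 3 SD, set per screening campaign, cut at about 45% in these data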
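System: GST/Flag-tagged HCV core106 proteins. Incubation: compound-protein-antibody incubation 4 h at 22.5 °C. Technique: HTRF with 340 nm excitation, 617/671 nm emission. Medium: KF-containing HEPES buffer, pH 7.45, DTT, CHAPS, BSA. Read-out: inhibition (%) from 671 over 617 nm ratio. Also added: Eu(K)-anti-GST 90 ng/mL plus XL665-anti-Flag 1 µg/mL.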
PREPL inhibitor – inhibits the human prolyl oligopeptidase-like enzyme | Q4J6C6 | recombinant PREPL, fluorescence polarization activity-based probe | inhibition, % at 5.96 µM | 320,000 compounds, 0.68% hits; in the data active means inhibition above about 43%;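 further: 0% = enzyme with DMSO and 100% = wells lacking enzyme; many of its hits are not listed in these tables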
TPT1 inhibitor – C. albicans TPT1 enzyme inhibition; recombinant caTPT1, FP RNA substrate dephosphorylation; inhibition, % at 5 µM; 300,000 compounds, 0.81% hits; AID 1962;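 active means inhibition above the mean of all tested compounds plus 3 SD, set per screening campaign, cut at about 24% in these data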;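 further: plate controls were DMSO alone for no effect and ferristatin control at 100 nM for full effect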
The depositor's hits bear a star; / = no result given.

SMILES	Efflux pump mplx	PP5 inh	PP1 counter	ZTA DNA inh	CTSL1 counter	EBNA-1 inh	core dimer inh	PREPL inhibitor	TPT1 inhibitor
Cc1nn(C2CCS(=O)(=O)C2)c(C)c1CN(C)C(=O)c1cccc(Cl)c1 (stereo not drawn)	-0.2	1.6	-4	5	/	/	/	1	/
O=[N+]([O-])c1ccccc1/C=N/OCc1ccccc1	0.0	4.4	3	-9	-1	-14	0	-4	-2
Cc1c(NC(=O)c2cccc(NC(=O)Cc3ccc(Cl)cc3)c2)c(=O)n(-c2ccccc2)n1C	-0.2	2.6	1	13	/	/	/	0	/
O=C(C1CCCN1C(=O)c1cccs1)N1CCN(S(=O)(=O)c2ccc(F)cc2)CC1 (stereo not drawn)	0.0	-1.5	-1	0	/	/	/	6	/
CCOC(=O)CN1C(=O)COc2ccc(C(C)(C)C)cc21	0.4	1.6	-2	-8	-8	-19	5	10	-1
Cc1ccc(C(C(=O)NCc2ccco2)N(C(=O)Cn2nnc3ccccc32)c2ccccc2)o1 (stereo not drawn)	0.1	3.6	0	-5	-2	-6	-2	-5	4
CCc1c(O)nc(SCC(=O)Nc2nc3ccccc3s2)n(-c2ccc(C)cc2)c1=O	-0.1	0.4	0	10	-3	0	-3	4	2
CCOC(=O)C1=C(C)NC(C)=C(C(=O)OCC)C1c1ccc(OC)cc1	0.2	7.2	2	-12	-1	-18	0	10	1
CCN1C(=O)/C(=C\N(C)C)NC1=S	0.0	1.7	0	-9	-1	-15	-17	0	1
CCCCCCCCn1ccc(=N)cc1	0.8*	0.5	-2	7	0	2	-1	3	-1
Cc1ccc(S(=O)(=O)N2CCCOC2CNC(=O)C(=O)NCCc2c[nH]c3ccccc23)cc1 (stereo not drawn)	-0.4	1.3	-5	-3	1	1	6	20	0
FC(F)(F)c1nnc2sc(-c3cccs3)nn12	0.0	2.1	2	-15	-5	8	0	-9	0
O=[N+]([O-])c1cc(-c2csc(NCCc3nc4cc(Cl)c(Cl)cc4n3CCCO)n2)ccc1Cl	-0.2	3.2	2	-4	-2	-5	28	23	-1
O=C(CSc1nnc(NC(=O)C2CCC2)s1)Nc1ccc(N2CCOCC2)cc1	0.0	1.1	2	-8	0	-11	-8	-2	-1
O=C(c1ccc(NS(=O)(=O)c2ccc(F)cc2)cc1)N1CCN(c2ccccc2O)CC1	-0.1	-0.6	1	-8	-1	4	15	3	-2
Cc1nn(CC(=O)Nc2ccc(C(=O)N3CCCCC3)cc2)c(=O)c2ccccc12	0.1	4.5	23*	35*	-3	-2	0	0	-1
O=C(NNC(=S)NC(=O)c1ccccc1)c1ccc(O)cc1	-0.2	0.9	-2	-12	-4	-3	-1	-2	-3
COc1ccc(OC)c(NS(=O)(=O)c2ccc3c(c2)CCC(=O)N3)c1	0.0	1.6	0	-7	2	-2	-2	6	-3
O=C(NNC(=O)c1cccs1)c1csc(N2CCOCC2)n1	0.1	-0.4	-6	-7	-2	-14	-1	5	1
CCCn1c(SCC(=O)Nc2ccccc2N2CCCCC2)nc2c1c(=O)n(C)c(=O)n2C	0.2	1.4	3	-12	3	-7	10	15	-4
CCOC(=O)C1(CC2CCCCO2)CCN(S(=O)(=O)c2ccsc2)CC1 (stereo not drawn)	-0.1	0.3	-6	3	6	-3	3	10	-2
Cc1cc(NC(=O)CN2CCN(Cc3ccccc3)CC2)nc2c1c(=O)oc1ccccc12	0.3	3.1	6	-3	2	-6	17	-9	0
Nc1ncnc2nc(SCc3ccc(Cl)cc3Cl)[nH]c12	0.0	1.5	3	3	-1	3	1	9	-4
COc1ccc(Nc2cc(C)nc3nc(C)nn23)cc1Cl	0.2	3.7	-7	-11	-4	1	4	14	1
O=C(NC(=S)NCCN1CCOCC1)c1ccccc1	-0.1	-1.1	0	-10	-3	2	-7	-9	1
CCNc1nc(NCC)nc(C(=O)OCCO)n1	-0.1	-1.1	-2	-5	0	-5	-6	0	-1
CC(=O)c1c(N2CCOCC2)[nH]c(-c2ccccc2)nc1=S	0.3	0.4	-3	2	4	-3	-5	10	1
COc1ccc(CCNC(=O)C2CCCN(c3nc4ccccc4s3)C2)cc1OC (stereo not drawn)	0.2	0.6	-1	-12	2	-13	-2	18	1
CCOC(=O)C1CCN(c2ncnc3nc[nH]c23)CC1	0.0	0.1	1	15	-2	13	-13	0	-2
CCn1cc(CNC(=O)c2cccc([N+](=O)[O-])c2)cn1	-0.3	0.1	2	1	-3	5	-7	4	-2
COc1cc(Br)c(CNc2cc(C)ccc2C)cc1OC	0.0	0.8	3	19	-1	10	9	-7	-5
Cc1ccc(-c2csc(NC(=O)c3ccc(F)cc3)c2C(=O)O)cc1	0.1	1.6	4	-9	6	-2	1	0	0
C/C(=N\O)C(C)(C)Nc1cccc(Br)c1	0.1	2.2	-5	-1	-1	-13	-5	2	-1
Cc1ccc(NC(=O)CCCCCN2C(=O)[C@@H]3Cc4ccccc4CN3C2=O)cc1	0.0	2.8	-1	-20	1	-6	-4	-3	0
CC1(C)C(=O)Nc2ccccc2N1C(=O)CSc1nnc2c(Cl)cc(Cl)cn12	0.1	-0.4	-2	5	-5	9	-6	11	-4
CN1CCN(c2ccc(C(CC(N)=O)NC(=O)c3ccccc3)cc2[N+](=O)[O-])CC1 (stereo not drawn)	0.0	1.7	-3	9	1	9	4	-9	-2
CCOc1ccc(N2CC(C(=O)Nc3ccc(S(=O)(=O)N4CCCCC4)cc3)CC2=O)cc1 (stereo not drawn)	-0.1	-0.5	-2	7	1	8	6	-2	-1
O=C(Nc1cccc(S(=O)(=O)N2CCCCC2)c1)c1ccc2c(c1)OCO2	0.5	2.7	-3	-4	-9	-10	5	-1	4
Cc1cc2nc(SCCN3CCCC3)[nH]c2cc1C	0.0	-0.1	0	8	-1	13	-6	3	-1
Cc1ccc(Cl)cc1NC(=O)c1cc(S(=O)(=O)N2CCOCC2)cn1C	0.0	4.8	-1	-3	2	-6	-7	4	5
COc1ccc(NS(=O)(=O)c2cc(C)ccc2C)cc1	-0.1	1.0	1	-13	3	-5	-8	16	-3
c1ccc(-c2nc(-n3ccnc3)nc(-n3ccnc3)n2)cc1	0.0	-0.2	0	0	1	4	4	-17	-3
CCOC(=O)N1CCC(N2C(=O)c3ccccc3C2=O)CC1	0.0	2.6	6	5	-1	-7	2	-9	3
Cc1cc(-c2ccccc2)nc(N(C)NC(=O)C(C)(C)C)c1S(C)(=O)=O	-0.7	2.3	-2	-14	-3	-10	0	-2	-1
COc1ccc(C(=O)NCCSc2ccccc2C)cc1	0.4	3.9	1	-20	-7	-3	-8	-14	0
CC(Oc1cccc(Cl)c1)C(=O)Nc1ccccc1N1CCCC1 (stereo not drawn)	-0.2	3.0	-7	7	2	-1	3	9	0
CCNC(=S)NNC(=O)c1cc(-c2cccnc2)nc2ccccc12	0.0	0.3	-2	-10	-3	-6	1	3	1
CC(=O)Nc1ccc(-c2cn3c(n2)SCC3)cc1	0.1	2.0	0	-1	-2	-15	-13	14	3
COc1cc2c(cc1OC)CN(C(=O)CN1CCN(S(=O)(=O)c3ccc(C)c(C)c3)CC1)CC2	0.0	3.3	-2	-1	3	4	12	3	0
CC1(C)CC1C(=O)Nc1ccc([N+](=O)[O-])cc1Br (stereo not drawn)	0.1	3.0	3	2	3	6	-11	-6	1
CCCC(=O)NCCCCNC(=O)CCC	0.0	-3.0	-3	18	-2	9	-2	7	2
COc1ccc(N2CCN(C3CCCN(Cc4ccccc4OCCO)C3)CC2)cc1 (stereo not drawn)	0.3	2.3	0	-8	2	-9	-6	-8	1
CN(CC(=O)Nc1cccc2c1CCCC2)S(=O)(=O)c1ccccc1	-0.1	1.8	-1	-8	-3	-2	-2	11	-5
Cc1c(C)n(Cc2ccc(F)cc2)c2ccc(C(=O)N3CCN(c4ccccn4)CC3)cc12	0.1	4.5	9	-3	1	-4	9	-14	-3
CN1CCN(NC(=O)CN2C(=O)S/C(=C\c3c(Cl)cccc3Cl)C2=O)CC1	0.1	-4.1	4	5	3	-2	-2	1	0
O=C(OCn1ncc(Cl)c(Cl)c1=O)c1ccccc1Cl	0.1	2.2	3	13	0	1	14	18	-3
Nc1nnc(SCc2nnc(-c3ccccc3)o2)s1	0.1	1.1	-3	-10	-3	4	-5	-1	-2
C=CCn1c(-c2ccc(OC)cc2)nc2nc3ccccc3nc21	-0.2	2.1	4	-2	4	-2	4	7	-2
C=CCNc1nc(-c2cc3ccccc3o2)cs1	-0.2	2.1	-2	-2	0	10	2	25	1
Cc1csc(NC(=O)CCCC(=O)O)c1-c1nc2ccccc2s1	0.2	4.1	-5	6	-4	-11	3	10	1
Continued.
SMILES	Efflux pump mplx	PP5 inh	PP1 counter	ZTA DNA inh	CTSL1 counter	EBNA-1 inh	core dimer inh	PREPL inhibitor	TPT1 inhibitor
CCn1c(SCC(=O)Nc2cccc(C)n2)nc2c1c(=O)n(C)c(=O)n2C	-0.1	2.6	-9	-9	-11	-4	8	-3	0
Cc1ccc2sc(NNC(=O)c3cc(-c4cccs4)nc4ccccc34)nc2c1C	0.4	0.9	2	4	-4	2	32	-7	5
CSCCC(NC(=O)COc1ccccc1)C(=O)N(C)CC(=O)Nc1ccc(Cl)cc1 (stereo not drawn)	-0.1	-0.9	-3	14	/	/	/	-2	/
CCOc1ccc(/C(O)=C/C(=O)C(=O)Nc2ccc(S(=O)(=O)NC(C)=O)cc2)cc1	0.0	5.7	10	15	3	8	0	-3	-2
NCC(=O)c1cccc2ccc[n+]([O-])c12	0.5	2.5	2	-4	-2	-6	-2	15	1
Cc1cc(C)nc(NS(=O)(=O)c2ccc(NC(=O)Nc3ccccc3F)cc2)n1	0.1	3.7	1	-30	-5	0	-2	-4	0
CCOc1ccc(OCC)c(NC(=O)CSc2nc3c(c(=O)n(C)c(=O)n3C)n2C(C)C)c1	-0.3	0.3	1	-4	2	18	4	14	-1
Cc1ccc(S(=O)(=O)NCC(=O)OCC(=O)NCc2cccs2)cc1	-0.1	-1.2	-7	-9	-31	-10	-9	17	-3
CN(CCc1ccccn1)C1CC(=O)N(c2ccc(Cl)cc2)C1=O (stereo not drawn)	0.1	1.2	-1	14	2	3	-7	-12	-6
COc1ccc(OC)c(S(=O)(=O)N2CCCCCC2)c1	0.1	0.7	0	1	-10	-11	3	10	0
Cc1nn(CC(=O)Nc2ccncc2)c(C)c1[N+](=O)[O-]	0.1	-3.0	-4	-8	-4	-4	-3	4	3
O=c1c2ccccc2nc(N/N=C/c2c(O)ccc3ccccc23)n1O	-0.4	3.6	18*	10	1	-5	8	35	1
CCCNC(=O)c1ccc(N2CCC3(CC2)CC(c2cccc(Br)c2)=NO3)c(N)c1	0.1	0.5	0	-10	2	-1	3	13	-4

3 compounds from above, sorted by their value in EBNA-1 inh, highest first:
Molecule,Efflux pump mplx,PP5 inh,EBNA-1 inh,core dimer inh,PREPL inhibitor,TPT1 inhibitor
CCOc1ccc(OCC)c(NC(=O)CSc2nc3c(c(=O)n(C)c(=O)n3C)n2C(C)C)c1,-0.3,0.3,18,4,14,-1
CN(CCc1ccccn1)C1CC(=O)N(c2ccc(Cl)cc2)C1=O (stereo not drawn),0.1,1.2,3,-7,-12,-6
Cc1nn(CC(=O)Nc2ccncc2)c(C)c1[N+](=O)[O-],0.1,-3.0,-4,-3,4,3

Ordered by SMILES length (high to low): part of the list above.
SMILES	Efflux pump mplx	PP5 inh	PP1 counter	ZTA DNA inh	CTSL1 counter	EBNA-1 inh	core dimer inh	PREPL inhibitor	TPT1 inhibitor
CCn1c(SCC(=O)Nc2cccc(C)n2)nc2c1c(=O)n(C)c(=O)n2C	-0.1	2.6	-9	-9	-11	-4	8	-3	0
Cc1ccc(S(=O)(=O)NCC(=O)OCC(=O)NCc2cccs2)cc1	-0.1	-1.2	-7	-9	-31	-10	-9	17	-3
COc1ccc(OC)c(S(=O)(=O)N2CCCCCC2)c1	0.1	0.7	0	1	-10	-11	3	10	0

A portion of the library, so the mix of outcomes need not match the whole.
